High-throughput results as filed in PubChem.
RSV antiviral HEp-2 = RSV antiviral activity via CPE protection, HEp-2 cells, primary 10 µM value included (AID 2391) | HEp-2 cells, RSV-induced CPE inhibition; higher % means a stronger effect | CPE inhibition, % at 10 µM; hits with a dose series show IC50 in µM | 0.13% of 310,000 active; in the data active = a potency from the dose series; inconclusive = CPE inhibition mostly from about 23% at the one dose, without a potency; inactive = the rest, 99 in 100 with CPE inhibition below about 21%; note: strong numbers were not always called active
NS5 inhibitors = flavivirus cap methylation enzyme inhibition – biochemical, confirmation dose response, primary screen (AID 588689). Dengue-2 NS5 methyltransferase capping enzyme assay, biochemical; higher % means a stronger effect. inhibition, % at 25 µM, or IC50 in µM where a hit was titrated. 0.3% of 340,000 active; in the data active = a potency from the dose series; inconclusive = inhibition above about 29% without an active follow-up result
K1F lysis inhibition = inhibition of K1F phage lysis, E. coli UTI89, bacterial capsule biogenesis inhibitors, alamar blue (AID 488966). E. coli UTI89 K1F phage lysis, alamar blue, 2 h; higher % means a stronger effect. one-dose inhibition, % at 100 µM; IC50 in µM for titrated hits. 0.02% of 340,000 active;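 active = phage lysis inhibition, versus mean bacterial control, above a set limit; inconclusive = no clear call, values can overlap the other calls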;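 note: capsule biogenesis inhibitors block K1F phage lysis so surviving cells raise fluorescence; higher fluorescence means more inhibition of phage lysis; actives were called in the ten point dose series up to 300 µM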
XIAP displacement = small molecules displacing peptide from XIAP – biochemical, IAP family, fluorescence polarization (AID 1018) | XIAP BIR domain, fluorescence polarization peptide displacement; higher % means a stronger effect | one-dose displacement, % at 20 µM; IC50 in µM for titrated hits | 0.007% of 200,000 active; in the data active = displacement above about 50%; note: a part of the inactive calls stands beside numbers as strong as those of hits
Yfh1-depleted yeast = mitochondrial function rescue without frataxin homolog – Friedreich's ataxia, plus single-dose screen, dose response (AID 1465); fold induction at 50 µM, or EC50 in µM where a hit was titrated; S. cerevisiae Yfh1-off respiration, WST-1 reduction, 72 h; higher fold induction means a stronger effect; 0.074% of 220,000 active;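 active = fold induction of absorbance versus untreated yeast above a set limit, then at least 30% activation at any dose in follow-up; inconclusive = repeats straddling the limit, or above it without dose testing; inactive = fold induction below the set limit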;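 note: activators that raise dye reduction in frataxin-depleted yeast; strong numbers were not always called active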
West Nile virus CPE = West Nile virus antiviral activity, cell-based, CPE readout (AID 1621); 0.02% of 290,000 active; one-dose CPE inhibition, % at 10 µM; IC50 in µM for titrated hits; West Nile virus-infected cells, CPE inhibition; higher % means a stronger effect; in the data active = a potency from the dose series; inconclusive = CPE inhibition mostly from about 3.7% at the one dose, without a potency; inactive = the rest, 99 in 100 with CPE inhibition below about 2.2%; note: strong numbers were not always called active
WT yeast gro inh = growth inhibition of WT yeast, mitochondrial fusion screen; mitochondrial fusion phenotypic screen, WT strain; inhibition, % at 10 µM; 2.1% of 190,000 active; in the data active = inhibition above about 58%; tested in S. cerevisiae
CSM14.1 death rescue = protection against thapsigargin-triggered cell killing – 384-well, CSM14.1, ATP luminescence, primary screen (AID 1222) | CSM14.1 thapsigargin-induced death rescue, ATP luminescence; higher % means a stronger effect | one-dose cellular ATP content (survival), % at 20 µM; EC50 in µM for titrated hits | 190,000 tested, under 10 active;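 active = EC50 below 50 µM in the dose-response confirmation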;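 note: death triggered by thapsigargin at about 15 µM added after 2 h compound pretreatment; cell ATP read after overnight thapsigargin exposure of roughly 18 to 22 hours; normalized against plate controls of thapsigargin alone and 5% DMSO vehicle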
Large T inhibition = SV40 large T antigen inhibitors, biochemical (AID 1903); SV40 large T antigen ATPase/helicase inhibition assay; higher % means a stronger effect; inhibition, % at 20 µM; hits with a dose series show IC50 in µM; 0.39% of 310,000 active; in the data active = a potency from the dose series; inconclusive = inhibition mostly from about 32% at the one dose, without a potency; inactive = the rest, 99 in 100 with inhibition below about 32%; note: strong numbers were not always called active
WT yeast gro inh mutant strain = second read-out of WT yeast gro inh, no call of its own (marks repeat the call); inhibition, %; mitochondrial fusion phenotypic screen, mutant strain inhibition
NS5 inhibitors pilot replicate = further read-out of NS5 inhibitors, marked with its call; inhibition, %; measured here: pilot screen replicate inhibition
Active calls of the source: *; i = inactive; ? = inconclusive; . = not tested or not shown; [ ] = another dose, or the depositor's remark. Compounds were not picked by outcome. Share with any hit: about 2.2%.

SMILES	RSV antiviral HEp-2	NS5 inhibitors	K1F lysis inhibition	XIAP displacement	Yfh1-depleted yeast	West Nile virus CPE	WT yeast gro inh	WT yeast gro inh mutant strain	CSM14.1 death rescue	Large T inhibition	others
CC(=O)c1cccc(NC(=O)/C(=C\c2cccnc2)NC(=O)c2ccc(C)cc2)c1	1.1%	-10%	0.1%	.	.	-0.2%	.	.	.	7%
CNC(=O)N(O)C1N(/N=C/c2c(F)cccc2Cl)C(=S)SC1(C)C (stereo not drawn)	1.1%	-7%	0.3%	.	.	-0.3%	.	.	.	9%
Cc1ccc(N2CC(C(=O)Nc3cccnc3)CC2=O)cc1Cl (stereo not drawn)	0.7%	3%	-0.1%	.	.	-0.6%	.	.	.	5%
COc1ccccc1C(=O)N/C(=C/c1ccco1)C(=O)Nc1ccc(C(=O)O)cc1	2.4%	-26%	-0.2%	.	.	-0.1%	.	.	.	13%
CCOC(=O)c1c(NC(=O)c2cc3n(n2)C(C(F)(F)F)CC(c2ccccc2)N3)sc(C)c1C (stereo not drawn)	0.3%	-5%	1.2%	-5.7%	i	-0.6%	-5	-8	0.7%	6%
O=C(Cn1cnc2c(cnn2-c2ccc(F)cc2)c1=O)N1CCN(c2ccccc2)CC1	.	-2%	2.6%	-1.2%	i	0.1%	6	-11	-0.3%	12%
Cc1c(N/C(=N/S(=O)(=O)c2cc([N+](=O)[O-])ccc2Cl)c2ccccc2)c(=O)n(-c2ccccc2)n1C	3.0%	2%	0.9%	-5.8%	i	0.5%	-11	-4	-6.9%	10%
COc1ccc(Cl)cc1NC(=S)N1CCN(C(=O)C2CCCO2)CC1 (stereo not drawn)	6.4%	-3%	-0.8%	-4.9%	i	-0.3%	15	14	-1.8%	17%
O=C(O)CC1S/C(=N/N=C/c2ccc(-c3ccc(Cl)c([N+](=O)[O-])c3)o2)NC1=O (stereo not drawn)	0.5%	.	0.1%	-12%	i	0.0%	-11	7	-1.6%	25%
CC(C)NC(=O)N(O)C1N(Cc2ccc3c(c2)OCO3)C(=S)SC1(C)C (stereo not drawn)	0.7%	-1%	0.0%	-0.4%	i	0.0%	-14	-2	0.6%	2%
CC1(c2nnc(-c3cccc(Cl)c3)o2)CC(c2ccccc2F)=NO1 (stereo not drawn)	-0.5%	-6%	1.0%	.	i	-0.5%	.	.	.	21%
O=C(NC1=NCCS1)c1ccccc1OCc1ccc(F)cc1	-1.4%	-3%	4.6%	-6.9%	i	-0.1%	23	15	-0.5%	12%
NC(=O)COC(=O)CCCc1c[nH]c2ccccc12	-0.5%	-1%	2.2%	-2.0%	i	0.3%	12	13	-0.4%	5%
O=C(O)CCC(=O)c1ccc2ccc3cccc4ccc1c2c34	8.9%	.	.	.	i	-0.2%	.	.	.	19%
CCOc1ccccc1NC(=O)CNC(=O)N1CC(=O)Nc2ccccc21	0.5%	-3%	0.1%	.	.	0.3%	.	.	.	2%
CCOC(=O)N1CCC(NC(=O)c2ccc3c(c2)sc2nc(-c4cccc(OC)c4)cn23)CC1	.	.	.	-13%	.	.	-14	-26	-1.2%	7%
COc1ccc(/C=C2\SC(=O)N(CCNC(=O)C3CCN(S(=O)(=O)c4cccs4)CC3)C2=O)cc1	2.7%	-5%	0.9%[50 µM]	-7.2%	i	-1.4%	-11	5	-2.3%	7%
CCc1ccc(/C=N/NC(=O)c2ccccn2)cc1	0.9%	-5%	-1.3%	.	i	0.1%	.	.	.	1%
CCc1ccc(N(CC)C(=O)c2ccc3c(Cl)c4c(nc3c2)CCC4)cc1	8.4%	3%	0.6%	-1.9%	i	-0.5%	91*	5.4*	-4.1%	12%
COCCNC(=O)CN(Cc1ccco1)C(=O)CCC(=O)Nc1nccs1	0.1%	-2%	0.4%	.	.	-0.2%	.	.	.	10%
CCN(CC)c1ccc2nc3ccccc3[n+](CC)c2c1	3.0%	-6%	-1.3%	.	.	-1.7%	.	.	.	13%
CN(C)c1ccnc(SCc2ccccc2Cl)c1C#N	.	-1%	2.9%	-2.3%	i	1.9%	3	-2	1.3%	-3%
O=C(NC1CCCCC1)C(c1ccncc1)N(Cc1ccc2c(c1)OCO2)C(=O)C(F)(F)F (stereo not drawn)	0.0%	-2%	2.2%	-4.9%	i	-0.3%	-12	-5	1.5%	19%
COc1cc(C2C3=C(CCCC3=O)Nc3ccc4ncccc4c32)ccc1O (stereo not drawn)	0.5%	4%	-2.2%	-3.2%	i	0.3%	4	7	-0.7%	0%
COc1cccc(-c2nc3ccc(C(=O)NC(C)Cc4cccnc4)cc3o2)c1 (stereo not drawn)	3.9%	-3%	0.5%	.	.	-0.3%	.	.	.	12%
CCOC(=O)C(=O)C1C(=O)Nc2ccccc21 (stereo not drawn)	1.4%	1%	-1.4%[50 µM]	.	i	0.8%	.	.	.	-1%
COC(=O)c1sc(S(=O)(=O)Nc2ccc(C)c(C)c2)c(C(=O)OC)c1C	4.0%	0%	0.4%	1.5%	i	-0.9%	19	-8	-0.3%	-86%
Cc1ccc(N2C(=O)C3C4C=CC(CNC(=S)Nc5ccc(F)cc5)(O4)C3C2=O)cc1 (stereo not drawn)	0.5%	-8%	0.0%	-6.2%	i	-1.3%	-5	6	-9.3%	10%
Cc1ccc(C(=O)Nc2ccc(Cl)cn2)cc1	2.9%	-2%	0.8%	-6.6%	i	0.2%	14	9	-3.1%	-3%
O=C(NCc1ccccn1)C1CCCN(S(=O)(=O)c2ccccc2)C1 (stereo not drawn)	1.5%	-2%	2.9%	-0.4%	i	-0.1%	1	-4	-0.5%	9%
C=CCN1c2ccccc2[C@]23C[C@@H](C(=O)OC)N(C(=O)c4cccs4)C2=NC(C(=O)OC)=C(C(=O)OC)[C@H]13	1.8%	-7%	1.0%	.	i	0.0%	.	.	.	23%
COc1ccc(NC(=S)NNC(=O)c2cccnc2)cc1OC	0.8%	1%	-0.4%	-7.9%	i	0.1%	-2	-2	-1.7%	9%
N#C/C(=C(/O)COC(=O)COc1ccc(Cl)cc1)c1nc2ccccc2[nH]1	-0.7%	-2%	6.3%	-3.5%	i	-1.1%	-12	-2	-2.4%	6%
CCOC(=O)CCc1c(C)c2ccc(OCc3cc([N+](=O)[O-])ccc3OC)c(C)c2oc1=O	6.6%	.	.	-8.9%	i	-0.8%	14	15	-0.5%	21%
COc1ccc(/C=C2/SC(=S)N(CCCC(=O)N3CCN(C)CC3)C2=O)cc1	20%	2%	2.8%[50 µM]	.	.	?	.	.	.	4%
COc1cccc(-c2nc(-c3ccc(NC(=O)c4cccnc4)cc3)no2)c1	19%	-7%	0.4%	-5.0%	i	0.0%	-6	-8	1.1%	7%

Reprinted from the part before: 5 compounds, then new ones.
SMILES	RSV antiviral HEp-2	NS5 inhibitors	K1F lysis inhibition	XIAP displacement	Yfh1-depleted yeast	West Nile virus CPE	WT yeast gro inh	WT yeast gro inh mutant strain	CSM14.1 death rescue	Large T inhibition	others
COc1ccc(NC(=S)NNC(=O)c2cccnc2)cc1OC	0.8%	1%	-0.4%	-7.9%	i	0.1%	-2	-2	-1.7%	9%
N#C/C(=C(/O)COC(=O)COc1ccc(Cl)cc1)c1nc2ccccc2[nH]1	-0.7%	-2%	6.3%	-3.5%	i	-1.1%	-12	-2	-2.4%	6%
CCOC(=O)CCc1c(C)c2ccc(OCc3cc([N+](=O)[O-])ccc3OC)c(C)c2oc1=O	6.6%	.	.	-8.9%	i	-0.8%	14	15	-0.5%	21%
COc1ccc(/C=C2/SC(=S)N(CCCC(=O)N3CCN(C)CC3)C2=O)cc1	20%	2%	2.8%[50 µM]	.	.	?	.	.	.	4%
COc1cccc(-c2nc(-c3ccc(NC(=O)c4cccnc4)cc3)no2)c1	19%	-7%	0.4%	-5.0%	i	0.0%	-6	-8	1.1%	7%
CCCc1nc(N2CCOCC2)c2sc(=S)n(-c3ccccc3)c2n1	.	.	.	-1.5%	i	-0.4%	-2	-7	-0.1%	4%
CCc1nnc(SCc2ccc(OC(C)C)cc2)n1N	2.0%	7%	-0.1%	-3.7%	i	0.0%	-10	-8	-1.2%	7%
O=C(Nc1ccc(O)c2c(=O)cc(-c3ccccc3Cl)oc12)c1cccs1	-0.2%	7%	0.9%	.	i	0.3%	.	.	.	6%
COc1cccc(-c2csc(N3CCN(S(=O)(=O)c4ccc(F)cc4)CC3)n2)c1	2.9%	-5%	-0.8%	3.1%	i	0.0%	7	-32	-0.3%	-1%
CCN(CC)c1ccc(NC(=O)c2ccccc2F)cc1	0.3%	-2%	4.9%	-3.2%	i	-0.2%	-14	3	-4.1%	19µM*
CCCCCC1CCC(c2ccc(/C(N)=N/O)cc2)CC1 (stereo not drawn)	3.7%	-6%	0.4%	.	i	-0.1%	.	.	.	0%
O=C(Cc1c(F)cccc1Cl)N1CCN(S(=O)(=O)c2cccc(F)c2)CC1	-0.7%	-1%	0.7%[50 µM]	.	.	.	.	.	.	13%
CSc1ccccc1N=CC1=C(O)CC(C)(C)CC1=O	0.3%	-4%	-1.5%	-2.3%	i	-0.2%	-14	3	0.3%	-2%
Cc1ccc(CNc2ccc3c(c2)ncn3C(C)C)cc1	1.1%	11%	0.1%	.	i	-0.3%	.	.	.	43µM*
COC(=O)Nc1ccc2c(c1)N(C(=O)CCN(C)C)c1ccccc1CC2	0.3%	-2%	1.7%	.	.	0.7%	.	.	.	-2%
C=CCn1c(=N)n(CC(O)c2ccco2)c2ccccc21 (stereo not drawn)	1.2%	?	0.6%	0.6%	i	0.0%	-6	1	-0.3%	14%
Cc1nn(Cc2ccccc2)c(Cl)c1C(=O)NCc1ccco1	1.0%	-8%	-0.1%	-6.5%	i	-0.2%	2	7	.	13%
O=C(c1ccco1)N1N=C(c2cccs2)CC1c1ccco1 (stereo not drawn)	0.0%	.	3.8%	-5.3%	i	-0.6%	0	-3	0.0%	-4%
CCc1ccc(C(=O)NC(C(=O)O)C(C)C)cc1 (stereo not drawn)	-1.2%	-10%	0.3%	-2.9%	i	0.0%	7	16	-1.4%	9%	NS5 inhibitors pilot replicate=0.3
COc1ccc(CCN=C(N)NS(=O)(=O)c2ccccc2)cc1OC	0.3%	-2%	2.3%	2.1%	i	-0.1%	-4	9	-1.2%	20%
CCC(=O)c1ccccc1OCCCN1CCC(Cc2ccccc2)CC1	3.2%	0%	-0.7%	.	.	-2.3%	.	.	.	4%
COc1cccc(CNC(=O)COc2cccc3c2OC(C)(C)C3)c1	-2.3%	-4%	1.5%[50 µM]	.	.	.	.	.	.	7%
CN1CCCC(OC(=O)c2cccc(S(=O)(=O)N3CCCCCC3)c2)C1 (stereo not drawn)	-1.0%	-4%	1.3%	.	i	0.5%	.	.	.	5%
CCC(CC)C(=O)Nc1nnc(S(=O)(=O)Nc2ccc(OC)cc2)s1	1.0%	-6%	0.4%	.	.	-0.6%	.	.	.	10%
